From PubChem
Rab7 wt GTP bind – modulators of GTP binding to dog Rab7 wildtype GTPase; GST-Rab7 beads, fluorescent GTP binding, flow cytometry; actives lie on both sides; untreated = 100%, excess cold GTP = 0%; GTP binding activity (percent of control), % at 10 µM; hit rate 0.055% among 190,000; AID 758;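 active = fluorescent GTP binding to Rab7 beads changed by at least 20 points from the 100% baseline, either direction, mostly lower; inconclusive = compound itself probably fluorescent, or too few beads counted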;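 also: median green fluorescence of bound Bodipy-FL-GTP per Rab7 bead population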
Rac1 act GTP bind – modulators of GTP binding to human Rac1 activated mutant | P63000 | GST-Rac1 activated beads, fluorescent GTP binding, flow cytometry; actives lie on both sides; 100% means binding = to untreated wells | percent activity (GTP binding), % at 10 µM | hit rate 0.11% among 190,000 | AID 764;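 active = GTP binding at least 20 percentage points away from the 100% baseline, in either direction, so actives lie on both sides; inconclusive = Compound likely fluorescent itself, or too few beads counted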
ABCG2 inh – inhibitors of human ABCG2 transporter, ABCB1 counter-screen. AID 1325. IgMXP3 cells, JC-1 efflux, flow cytometry. inhibition, % at 6.6 µM. hit rate 0.1% among 190,000. Q9UNQ0;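 active = inhibition above 80%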;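 also: 0% = DMSO and 100% = nicardipine control wells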
Target sequence (Q9UNQ0 whole entry, looked up): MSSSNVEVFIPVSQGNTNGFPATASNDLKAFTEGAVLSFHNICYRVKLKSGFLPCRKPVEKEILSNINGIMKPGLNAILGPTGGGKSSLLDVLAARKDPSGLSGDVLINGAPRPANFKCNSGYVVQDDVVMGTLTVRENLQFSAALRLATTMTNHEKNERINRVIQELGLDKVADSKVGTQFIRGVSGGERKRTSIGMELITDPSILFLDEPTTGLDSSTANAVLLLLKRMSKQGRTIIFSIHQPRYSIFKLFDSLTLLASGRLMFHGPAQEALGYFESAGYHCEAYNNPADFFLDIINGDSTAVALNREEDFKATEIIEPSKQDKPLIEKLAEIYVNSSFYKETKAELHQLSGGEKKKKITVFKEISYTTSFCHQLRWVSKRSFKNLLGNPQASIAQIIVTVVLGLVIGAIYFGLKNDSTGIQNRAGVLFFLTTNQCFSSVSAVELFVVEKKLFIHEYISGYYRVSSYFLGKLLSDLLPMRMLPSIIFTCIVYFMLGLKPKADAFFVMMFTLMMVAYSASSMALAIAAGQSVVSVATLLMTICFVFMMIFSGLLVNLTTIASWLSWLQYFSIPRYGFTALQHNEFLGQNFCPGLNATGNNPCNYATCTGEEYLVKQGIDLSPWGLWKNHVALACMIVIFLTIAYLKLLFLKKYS
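Test system: IgMXP3 (ABCG2) plus far-red-tagged CCRF-Adr (ABCB1) cells. Reagent: JC-1 dye as substrate. Timing: 10 min exposure at 25 °C with rotation, no wash. Measured by: flow cytometric JC-1 green MFI at 530 nm. Read-out: percent efflux inhibition, scaled nicardipine 100% to DMSO 0%. Control set: nicardipine and DMSO wells.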
HRas wt GTP bind – human HRas wildtype GTP binding, change in either direction; P01112; GST-Ras wt beads, Bodipy-FL-GTP binding, flow cytometry; actives lie on both sides; GTP binding activity, % at 10 µM; hit rate 0.14% among 190,000; AID 759;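 active = GTP binding activity at least 20% away from the 100% baseline, either lowered as inhibitor or raised as activator; inconclusive = flagged as likely green fluorescent, judged across all proteins in the well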;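 also: 0% = unlabeled GTP competition control and 100% = no-compound control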
Target sequence (P01112 whole entry, looked up): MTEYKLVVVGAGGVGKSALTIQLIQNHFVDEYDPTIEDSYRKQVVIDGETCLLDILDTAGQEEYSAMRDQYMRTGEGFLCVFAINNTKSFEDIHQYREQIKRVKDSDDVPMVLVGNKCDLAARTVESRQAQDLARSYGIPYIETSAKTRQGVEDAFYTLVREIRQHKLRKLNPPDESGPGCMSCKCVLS
Pf gametocyte – P. falciparum stage V gametocyte viability inhibition | P. falciparum stage V gametocytes, ATP luminescence, 24 h | inhibition, % at 10.9 µM | hit rate 0.065% among 150,000;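 active = inhibition above the mean plus 3 SD of compounds within the control limits, set per campaign, cut at about 38% in these data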;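 also: 0% = DMSO wells and 100% = medium only without gametocytes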
Mcl1-Noxa inh – disrupts binding of human Mcl-1 to Noxa peptide | Q07820 | inhibition, % at 21.7 µM | hit rate 1.5% among 220,000 | TR-FRET Mcl-1/Noxa peptide binding, 2 h;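 active = compounds that cut the protein-peptide binding signal by more than 50% relative to plate controls in a single-dose test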;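 also: His-tagged Mcl-1 with rhodamine Noxa BH3 peptide and terbium anti-His antibody; 0% = Mcl-1 plus Noxa peptide wells and 100% = peptide-only wells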
Rab2A wt mod – changes GTP binding to wildtype dog Rab2A, up or down; P61105; GST-Rab2 wt beads, Bodipy-GTP binding, flow cytometry; GTP binding activity, % at 10 µM; hit rate 0.19% among 190,000; AID 760;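 active = GTP binding activity at least 20 points away from 100%, either lowered or raised; inconclusive = signal likely due to the compound's own green fluorescence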;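 also: 0% = beads with excess unlabeled GTP and 100% = no-compound control corrected for plate trend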
Avidin fluor – avidin bead compound fluorescence profile. Avidin beads, compound fluorescence 488/530 nm, flow cytometry; hits give high values. fluorescence (KMESF) at 10 µM. hit rate 0.38% among 220,000; in the data active = fluorescence above about 47; also: inactives centre near 10
Cdc42 wt – human Cdc42 wildtype GTP binding change, either direction. GST-Cdc42 beads, Bodipy-GTP binding, flow cytometry; actives lie on both sides. percent activity (GTP binding), % at 10 µM. hit rate 0.2% among 190,000;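 active = percent activity GTP binding at least 20 points away from the 100% baseline, either down as inhibitor or up as activator; inconclusive = compound flagged as likely green fluorescent from well-wide comparison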;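 also: median bead fluorescence of bound Bodipy-FL-GTP at 100 nM; 0% = excess unlabeled GTP control and 100% = no compound control; below 100% means less GTP binding so inhibitor and above means activator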
Target sequence (P60953 whole entry, looked up): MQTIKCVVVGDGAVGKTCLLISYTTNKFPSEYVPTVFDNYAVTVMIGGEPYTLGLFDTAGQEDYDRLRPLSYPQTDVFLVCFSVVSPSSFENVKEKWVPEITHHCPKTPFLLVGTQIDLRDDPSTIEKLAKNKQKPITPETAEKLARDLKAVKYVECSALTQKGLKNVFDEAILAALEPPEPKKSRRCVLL
Rac1 wt modul – alters GTP binding to wildtype human Rac1. AID 757. GTP binding activity (% of control), % at 10 µM. hit rate 0.27% among 190,000. GST-Rac1 beads, fluorescent GTP binding, flow cytometry; actives lie on both sides; 0 = cold GTP competed, 100 = untreated. P63000;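 active = GTP binding activity at least 20 points away from the 100% control level, either lower or higher; inconclusive = compound flagged as likely green fluorescent, judged across all proteins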
ABCB1 block – inhibitors of human ABCB1 transporter, ABCG2 counter-screen. CCRF-Adr cells, JC-1 efflux, flow cytometry. inhibition, % at 6.6 µM. hit rate 0.067% among 190,000; in the data active = inhibition above about 40%;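 also: 0% = vehicle and 100% = reference inhibitor; higher value means more JC-1 retained so stronger ABCB1 efflux block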
Numbers without * were called inactive; ? = inconclusive; nt = no result given. Outcome played no part in choosing rows, and some 2.3% of all compounds hit somewhere here.

SMILES	Rab7 wt GTP bind	Rac1 act GTP bind	ABCG2 inh	HRas wt GTP bind	Pf gametocyte	Mcl1-Noxa inh	Rab2A wt mod	Avidin fluor	Cdc42 wt	Rac1 wt modul	ABCB1 block
COc1ccc(NC(=O)c2ccc(S(=O)(=O)N3CCOCC3)cc2)c(OC)c1	97	94	1	98	22	-4	95	32	97	95	0.2
Cn1c(Cc2cccc3ccccc23)nnc1SCC(=O)N1CCN(c2ccccc2)CC1	101	99	4	101	-5	5	100	5	105	110	0.1
Cc1cc(C)c2nc(N3CCC(C(=O)N4CCN(c5ncccn5)CC4)CC3)sc2c1	103	96	2	99	nt	4	97	11	97	98	0.7
Cc1noc(C)c1COc1ccc(C(=O)OCC(=O)NCc2ccccc2Cl)cc1	104	98	4	99	-7	9	96	3	100	102	1.0
CCc1ccc(C2=NN(CCC(=O)NC3CC3)C(=O)CC2)cc1	98	100	15	100	nt	9	102	11	103	104	0.9
O=c1oc2cc(Oc3ccc(C(F)(F)F)cc3[N+](=O)[O-])ccc2c2c1CCC2	95	94	3	96	-3	17	93	15	93	97	1.3
Cc1ccc(OCCOCCn2ccnc2)c(Br)c1	103	103	1	105	nt	9	105	31	105	108	0.2
O=C(CNC1CCCCC1)NCC1(c2ccccc2)CCCC1	106	94	2	98	-1	13	99	11	99	98	0.8
COc1ccc(NC(=O)c2cccnc2)c([N+](=O)[O-])c1	95	97	2	96	11	27	95	20	95	97	0.5
Cc1cc(=O)[nH]c(SCCCOc2ccc3c(c2)CCC3)n1	103	99	3	106	-21	0	100	17	103	103	0.6
COC(=O)c1cn(C(C)C(=O)NCc2ccco2)c2ccccc12 (centres undefined)	96	97	4	99	nt	11	101	33	100	103	-0.2
COc1cccc(CN2CCNC(=O)C2CC(=O)NCCc2nc(C)c(C)s2)c1OC (centres undefined)	99	93	0	99	-132	-17	97	18	96	100	0.1
Cc1cc(C)nc(N2CCCC(C(=O)NCCc3ccccc3F)C2)n1 (centres undefined)	96	98	5	97	nt	14	98	19	97	97	1.3
O=C(Nc1nnc(C(F)(F)F)s1)C1COc2ccccc2O1 (centres undefined)	99	100	4	102	-15	-8	97	6	100	109	2.5
Cn1nc(-c2ccccc2)c(N2CCCCC2)cc1=O	95	96	-1	95	15	-2	98	8	92	99	0.0
O=C(/C=C/c1ccco1)Oc1ccc(C(=S)N2CCOCC2)cc1	103	91	6	92	-7	-6	95	6	92	92	0.6
O=C(Nc1ccc(Cc2ccncc2)cc1)C1CCC(N2C(=O)C3C4C=CC(C5CC45)C3C2=O)CC1 (centres undefined)	101	99	3	100	-6	13	101	7	102	104	2.5
CC1CCCCC1NC(=O)COC(=O)c1cc(=O)c2ccccc2o1 (centres undefined)	98	97	7	98	9	11	98	15	98	101	1.4
Cc1cc(N/C=C\c2nnnn2-c2ccc(F)cc2)no1	103	100	2	101	nt	10	98	7	100	105	0.5
CN(C)Cc1c(-c2ccc(Cl)cc2)nc2ccccn12	96	96	3	96	nt	14	98	9	100	98	0.2
c1ccc(Cn2nnnc2C(c2cccnc2)N2CCN(c3ccccc3)CC2)cc1 (centres undefined)	101	95	1	101	nt	13	98	24	101	96	0.5
CSc1c(SCc2ccccc2)cnn(Cc2ccccc2)c1=O	100	99	0	100	nt	17	99	10	100	106	-0.3
CCOc1[nH]n(-c2ccccc2)c(=O)c1C=Nc1ccccc1	97	99	5	99	9	11	99	13	103	101	0.9
O=c1cc(-c2ccccc2)nc(SCc2ccccc2)[nH]1	102	95	2	100	15	-4	99	13	97	96	0.5
CC(=O)c1ccc(N(C(=O)c2csnn2)C(C(=O)NC(C)(C)C)c2cccs2)cc1 (centres undefined)	96	95	2	96	-12	0	101	9	97	96	1.5
Additional compounds follow:
SMILES	Rab7 wt GTP bind	Rac1 act GTP bind	ABCG2 inh	HRas wt GTP bind	Pf gametocyte	Mcl1-Noxa inh	Rab2A wt mod	Avidin fluor	Cdc42 wt	Rac1 wt modul	ABCB1 block
CCN(CC)C(=O)CN(c1ccc(Cl)cc1)S(=O)(=O)c1ccccc1	97	99	1	98	22	8	99	9	97	97	0.4
O=C(CN1CCCC1)OCCCc1ccccc1	100	100	14	102	nt	17	99	4	103	104	3.0
Clc1ccccc1-c1nc(N/N=C/c2cccnc2)c2ccccc2n1	102	98	3	103	10	5	100	20	103	101	1.4
COc1ccc(N2CCN(C(=O)CCCCCn3c(=O)[nH]c4ccsc4c3=O)CC2)cc1	96	94	5	92	-7	20	92	17	90	93	0.6
COc1ccc(-n2c(C)c([N+](=O)[O-])c3ccc(O)c(CN4CCCCC4)c32)cc1	95	93	2	99	nt	41	97	8	96	100	1.0
Cc1cc(C)c2nc(C(F)(F)F)nc(NCCCN3CCOCC3)c2c1	104	99	3	103	-8	19	102	12	101	103	0.7
COc1cc(C(=O)OCC2CC(c3ccccc3)=NO2)cc(OC)c1OC (centres undefined)	101	96	10	96	5	-5	97	10	94	98	1.7
CCCOc1ccc(C(=O)NC(C)C(=O)O)cc1 (centres undefined)	93	96	2	97	nt	2	95	6	93	100	0.8
Cc1cc(-c2ccccc2)nc(N2CCC(C(=O)NC(C)C)CC2)n1	97	98	2	99	nt	-5	97	24	98	101	0.1
O=C(Nc1ccc2c(c1)OCO2)c1cnccn1	94	98	7	96	-2	2	97	6	98	98	0.1
CCNC(=O)c1c(NC(C)=O)sc2c1CCCC2	100	102	5	103	nt	13	101	13	102	102	0.2
OC(CNCc1ccc(Cl)cc1)C(F)(F)F (centres undefined)	98	97	0	99	-8	-5	98	6	100	101	-0.1
O=C(Cn1c(=O)n(-c2cccc(Cl)c2)c(=O)n1CC(=O)N1CCCCC1)N1CCCCC1	101	101	1	102	-4	3	103	13	106	109	0.2
COC(=O)C/C(C)=N/Nc1ccc(S(=O)(=O)N2CCCC2)cc1[N+](=O)[O-]	101	101	-1	101	-1	-4	96	7	106	104	0.1
CCOC(=O)c1c(C)nc2c(C)cccn12	94	101	5	100	nt	-1	100	19	104	105	-0.2
CC1CCC/C(=N\NC(=S)NCc2ccccc2)C1 (centres undefined)	99	99	1	102	nt	-4	97	7	101	101	0.0
COc1ccc(NC(=O)COC(=O)/C=C/c2cnc3ccccc3n2)cc1	103	93	1	95	18	-9	97	10	96	96	0.1
CCC1C(=O)CC(c2ccccc2)NC1c1ccccc1 (centres undefined)	?	?	0	?	nt	-4	?	11	?	?	0.0
CC1(/[N+]([O-])=C/c2ccccc2F)CCCCC1=O (centres undefined)	103	97	0	98	-17	11	100	9	96	100	0.0
S=C(NCCC(c1ccccc1)c1ccccc1)Nc1cccc(Cl)c1	99	97	21	100	nt	-8	99	18	103	101	2.6
C(=N\N1CCN(Cc2cccc3ccccc23)CC1)/c1cccnc1	99	97	1	100	nt	-9	101	17	98	101	0.6
O=C(Nc1ccc(C(=O)O)cc1)/C(=C\c1ccc2c(c1)OCO2)NC(=O)c1ccccc1	94	97	-3	97	-19	-5	99	7	99	98	-0.2
O=C(Nc1cccc2ccccc12)/C(=C\c1cccc([N+](=O)[O-])c1)NC(=O)c1cccs1	102	97	-1	98	-11	-6	98	11	100	107	-0.4
Cc1ccc2nc3c(cc2c1)c(NC(=O)c1cccnc1)nn3C	96	95	1	94	23	nt	94	8	92	91	0.4
CCOC(=O)/C(C(=O)Nc1ccccc1Cl)=C1/NC(C)(C)Cc2ccccc21	97	101	3	98	-5	-4	99	nt	100	100	0.1
Continued.
SMILES	Rab7 wt GTP bind	Rac1 act GTP bind	ABCG2 inh	HRas wt GTP bind	Pf gametocyte	Mcl1-Noxa inh	Rab2A wt mod	Avidin fluor	Cdc42 wt	Rac1 wt modul	ABCB1 block
Cc1c(/C=C/C(=O)c2ccc(Cl)s2)cnn1C	90	90	28	89	nt	6	92	4	86	92	0.1
CCOc1ccc(C(=O)Nc2cc(-c3nc4ccccc4[nH]3)ccc2Cl)cc1[N+](=O)[O-]	94	99	-3	95	9	11	96	15	95	96	0.3
CCOC(=O)N1CCN(C(=O)CSc2nnc(-c3cccs3)o2)CC1	99	98	3	96	nt	21	100	5	101	103	0.3
O=C(O)c1cc(N/N=C/C=C/c2ccccc2)ccc1Cl	97	91	0	93	13	23	90	13	93	94	0.0
CC1CCN(S(=O)(=O)c2ccc3c(c2)c(=O)c(C(=O)NCc2ccco2)cn3C)CC1	93	98	0	96	-20	22	93	5	98	99	0.9
CCc1cccc(C)c1NC(=O)C1=C(C(=O)O)CCCC1	102	102	4	102	19	-16	103	31	103	106	0.5
O=C(Nc1ccccc1C(=O)NCc1ccco1)c1ccco1	98	98	1	98	nt	-7	98	8	100	100	0.1
COc1ccccc1NC(=S)Nc1cccc2cnccc12	98	98	0	98	5	36	99	9	98	100	-0.1

Gathered by group, the compounds so far containing fluorine.
SMILES	Rab7 wt GTP bind	Rac1 act GTP bind	ABCG2 inh	HRas wt GTP bind	Pf gametocyte	Mcl1-Noxa inh	Rab2A wt mod	Avidin fluor	Cdc42 wt	Rac1 wt modul	ABCB1 block
O=c1oc2cc(Oc3ccc(C(F)(F)F)cc3[N+](=O)[O-])ccc2c2c1CCC2	95	94	3	96	-3	17	93	15	93	97	1.3
Cc1cc(C)nc(N2CCCC(C(=O)NCCc3ccccc3F)C2)n1 (centres undefined)	96	98	5	97	nt	14	98	19	97	97	1.3
O=C(Nc1nnc(C(F)(F)F)s1)C1COc2ccccc2O1 (centres undefined)	99	100	4	102	-15	-8	97	6	100	109	2.5
Cc1cc(N/C=C\c2nnnn2-c2ccc(F)cc2)no1	103	100	2	101	nt	10	98	7	100	105	0.5
Cc1cc(C)c2nc(C(F)(F)F)nc(NCCCN3CCOCC3)c2c1	104	99	3	103	-8	19	102	12	101	103	0.7
OC(CNCc1ccc(Cl)cc1)C(F)(F)F (centres undefined)	98	97	0	99	-8	-5	98	6	100	101	-0.1
CC1(/[N+]([O-])=C/c2ccccc2F)CCCCC1=O (centres undefined)	103	97	0	98	-17	11	100	9	96	100	0.0
